Bioassay records: PubChem BioAssay, several laboratories
Ins promoter up: MIN6 insulin promoter up-regulation; z-score at 5 µM; actives 0.3% (n = 190,000); AID 1625; MIN6 insulin promoter-GFP reporter, high-content imaging; active compounds read high;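 active = z-score above 3 at 5 µM with at least 500 cells counted in the well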
Yfh1-depleted yeast: enhancers of respiration in Yfh1-depleted yeast, dose response, Friedreich's ataxia, plus single-dose screen (AID 1465); S. cerevisiae Yfh1-off respiration, WST-1 reduction, 72 h; higher fold induction means a stronger effect; fold induction at 50 µM; hits with a dose series show EC50 in µM; actives 0.074% (n = 220,000);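 active = fold induction of absorbance versus untreated yeast above a set limit, then at least 30% activation at any dose in follow-up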;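 also: activators that raise dye reduction in frataxin-depleted yeast; strong numbers were not always called active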
Autophagy HCS: autophagy modulation, high-content screen | actives 0.98% (n = 190,000) | MEF GFP-LC3 puncta imaging; test concentration mostly 10 µM | AID 463193 | calls only at 10 µM (by protocol);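 active = percentage of spot-positive cells more than 3 SD above its plate mean, without a fluorescence outlier flag or 80% toxicity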;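 also: spot-positive cell cutoff set from DMSO-treated cells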
bCat nuc transl: alters nuclear translocation of beta-catenin in HeLa cells | immunofluorescence imaging | nuclear translocation activity, % at 5 µM | actives 0.3% (n = 190,000);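 active = nuclear translocation activity above 50% at 5 µM, with a well cell count of 50 or more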;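 also: per-cell ratio of nuclear to cytoplasmic median beta-catenin stain intensity; plate controls were DMSO negative control for no effect and GSK-3 inhibitor IX positive control for full effect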
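Read-out: Nuclear/cytoplasmic beta-catenin signal ratio, % activation | Assay system: Human HeLa cell line | Times: 24 h compound exposure at 37°C, 5% CO2 | Signal: Fluorescence imaging of beta-catenin antibody stain plus DAPI | Dosing: 5 µM primary, 0.02–20 µM confirmation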
WT yeast gro inh: growth inhibition of WT yeast, mitochondrial fusion screen; mitochondrial fusion phenotypic screen, WT strain; inhibition, % at 10 µM; actives 2.1% (n = 190,000); AID 1362; in the data active = inhibition above about 58%; tested in S. cerevisiae
Dynein transport: blocks dynein driven cargo transport along microtubules; 3617.4 mouse cells, GR-EGFP nuclear translocation imaging; test concentration mostly 20 µM; stimulated with dexamethasone, 1 µM; active compounds read low; z-score, hits read low; AID 1381; actives 0.47% (n = 220,000);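 active = plate z-score of nuclear minus cytoplasmic receptor signal below a set negative limit, without overly bright fluorescence or cell loss, cut at about -3.5 in these data, passing the limit was not always enough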;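 also: z-score of nuclear minus cytoplasmic ring GR-EGFP intensity difference per well; some compounds called inactive have numbers as strong as hits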
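Buffer or medium – tet-free medium with charcoal-stripped serum · Signal – automated 10x imaging of fixed Hoechst-stained cells · Also added – dexamethasone agonist, 1.0 µM final, for 30 min · Incubation – induction 48 h, compound 1 h, agonist 30 min · Read-out – GR-EGFP nuclear translocation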
PMI inhibition: human PMI inhibitors, high substrate, primary screen, biochemical, fluorescence intensity, high mannose 6-phosphate (AID 1220). recombinant PMI enzyme, coupled fluorescence intensity; higher % means a stronger effect. inhibition, % at 20 µM, or IC50 in µM where a hit was titrated. actives 0.66% (n = 190,000)
PMI inhibitors: MPI enzyme activity inhibition – biochemical, fluorescence intensity, coupled assay, primary screen (AID 1209) | actives 0.42% (n = 190,000) | purified PMI enzyme, coupled fluorescence intensity; higher % means a stronger effect | inhibition, % at 20 µM; hits with a dose series show IC50 in µM;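 also: plate controls were DMSO vehicle for no effect and wells lacking substrate for full effect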
MT stabilizer: microtubule stabilization, imaging screen; HeLa tubulin immunostaining HCS, 24 h; share of cells brighter than vehicle mean+2SD; actives 0.83% (n = 200,000); AID 2205; % tubulin-high responders, % at 10 µM;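 active = plate Z-score above 3 for both tubulin-high and condensed-nucleus cell shares, with cell loss under 80%, at 10 µM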;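 also: anti alpha tubulin signal scored within the nucleus-defined area of each cell; some results filed as inactive read as strong as hits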
WT yeast gro inh mutant strain: second read-out of WT yeast gro inh, no call of its own (marks repeat the call); inhibition, %; mitochondrial fusion phenotypic screen, mutant strain inhibition
Dynein transport cytoplasmic EGFP: further read-out of Dynein transport, marked with its call; z-score; measured here: cytoplasmic GR-EGFP intensity; active compounds read high
Dynein transport nuclear GR-EGFP: second read-out of Dynein transport, no call of its own (marks repeat the call); z-score; measured here: nuclear GR-EGFP intensity;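 lower value marks the stronger effect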
Dynein transport cell count: recorded beside Dynein transport, whose call it bears; z-score; measured here: cell count per field
Ins promoter up cell count: further read-out of Ins promoter up, marked with its call; cell count; measured here: cytotoxicity, nuclei count;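 total cells summed across four imaged fields per well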
bCat nuc transl cell count 5 µM: further read-out of bCat nuc transl, marked with its call; cell count; measured here: cell count, cytotoxicity flag
MT stabilizer Hoechst-high %: also measured in MT stabilizer; calls as there; % Hoechst-high responders; measured here: nuclear condensation Hoechst responders;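 share of cells brighter than vehicle mean plus two SD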
MT stabilizer cytotoxicity %: further read-out of MT stabilizer, marked with its call; toxicity, %; measured here: cytotoxicity by cell density;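 0% = mean cell density of plate MIN control wells and 100% = no cells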
Autophagy HCS cell loss 18 h: recorded beside Autophagy HCS, whose call it bears; toxicity, %; measured here: cell loss, nuclei count;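 cell loss after 18 h compound exposure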
Numbers without * were called inactive; i = inactive; x = no result given. Rule as the data show it, unless noted: active = inhibition above about 50%; inactive = the rest.

cpd	smiles	Ins promoter up	Ins promoter up cell count	Yfh1-depleted yeast	Autophagy HCS	Autophagy HCS cell loss 18 h	bCat nuc transl	bCat nuc transl cell count 5 µM	WT yeast gro inh	WT yeast gro inh mutant strain	Dynein transport	Dynein transport cytoplasmic EGFP	Dynein transport nuclear GR-EGFP	Dynein transport cell count	PMI inhibition	PMI inhibitors	MT stabilizer	MT stabilizer Hoechst-high %	MT stabilizer cytotoxicity %
1	CC(C)(C)NC(=O)NC(=O)COC(=O)c1ccco1	0.63	1181	i	i	-41.6	-1.0	760	5.3	13.6	-1.31	-0.198	-0.344	1.43	-11.4%	-0.3%	5.0	1.6	2.9
2	COc1ccc(NC(=O)c2cc(Br)ccc2Cl)c([N+](=O)[O-])c1	0.64	1601	i	i	6.3	-1.7	1018	11.0	2.1	0.0936	-0.241	0.357	0.175	6.9%	8.5%	4.9	1.4	7.7
3	CC(C)(C)NC(=O)C(c1ccncc1)N(Cc1cccs1)C(=O)Cn1nnc(-c2cccs2)n1 (stereo unspecified)	0.45	1050	i	i	7.9	-0.5	1134	-0.9	-1.2	-0.28	-0.165	-0.298	0.671	9.8%	5.5%	1.1	0.8	4.6
4	O=C(C1CCN(c2nnnn2-c2ccccc2)CC1)N1CCN(c2ccccc2)CC1	-1.51	1268	i	i	1.5	x	x	2.6	-12.8	-0.0567	-0.192	0.175	-0.484	5.8%	13.4%	1.8	2.0	4.2
5	CCCn1c(SCc2cc(=O)[nH]c3ccccc23)nc2c1c(=O)n(C)c(=O)n2C	0.21	1205	i	x	x	-4.6	982	x	x	x	x	x	x	12.0%	3.3%	x	x	x
6	O=[N+]([O-])c1ccc(N2CCOCC2)nc1	0.21	1244	i	i	22.0	0.9	1357	-13.8	-32.9	0.167	0.241	0.896	0.177	11.0%	5.6%	2.0	1.2	3.4
7	CCn1c(SCC(=O)NNC(=O)c2ccc(C)cc2)nnc1-c1ccncc1	x	x	i	i	10.3	x	x	x	x	0.432	-0.205	0.0066	-0.336	x	x	3.1	2.1	7.2
8	COc1cc(-c2cc(N3C(=O)Nc4ccccc4N3O)n[nH]2)cc(OC)c1OC	-0.04	1377	i	i	6.8	-1.3	914	5.7	-5.7	-0.0507	-0.0644	-0.326	0.0792	-5.2%	4.9%	2.0	1.9	7.1
9	N#Cc1nc(-c2ccccc2F)oc1NCc1ccccc1	0.62	1008	i	i	3.2	x	x	27.2	7.0	3.23	0.0234	2.13	-1.25	11.3%	13.4%	1.6	3.4	7.6
10	O=C(COc1ccc(Br)cc1Br)NC(=O)NC1CCCC1	x	x	i	i	5.1	-0.7	1079	16.9	-10.2	1.95	0.291	0.914	-1.74	6.2%	7.0%	6.8	1.3	9.5
11	CC(Sc1nncn1-c1ccccc1)C(=O)Nc1cccc([N+](=O)[O-])c1 (stereo unspecified)	0.07	1344	i	i	-6.4	-0.9	923	0.0	-3.5	-0.675	-0.0397	-0.236	1.25	15.5%	5.7%	6.1	2.3	6.4
12	CCn1nc(C)cc1-c1n[nH]c(=S)n1N	-0.56	1075	i	i	39.2	-4.1	1259	-1.5	-8.7	0.267	-0.218	0.557	0.76	-23.0%	-14.6%	1.9	1.3	7.3
13	CC(C)(O)C#Cc1ccc(C(=O)N2CCN(c3ccc(F)cc3)CC2)cc1	0.6	1138	i	i	0.6	x	x	-10.9	-8.3	0.484	-0.208	0.456	-0.858	-1.8%	-6.0%	2.1	3.3	6.6
14	O=C(NNc1ccccc1Cl)C(O)(c1cccc(C(F)(F)F)c1)c1cccc(C(F)(F)F)c1	-0.25	1034	i	i	17.3	-3.7	566	18.4	6.3	0.612	-0.285	0.838	-0.0195	-0.7%	-5.5%	3.5	0.7	5.8
15	CCOC(=O)c1cc(NC(=O)COC)ccc1O	-0.19	1452	i	i	-20.0	-0.3	1026	-15.6	-5.9	0.0344	-0.122	0.297	-0.685	15.2%	12.2%	1.9	2.6	4.1
16	CC(C)OC(=O)CSc1nc(-c2ccc(F)cc2)cc(C(F)(F)F)n1	-0.44	1029	i	i	-9.9	-0.9	1026	-5.0	-13.1	0.116	-0.0646	0.511	0.561	-13.1%	-10.9%	2.4	1.2	3.9
17	N=c1oc2c3c4c(cc2cc1C(=O)Nc1ccccc1)CCCN4CCC3	x	x	i	i	7.2	0.8	1141	33.7	26.8	-4.61*	-0.32*	-2.97*	-0.575*	25.8%	2.4%	2.0	1.3	6.6
18	COc1ccc(/C=N/NC(=O)c2cc(-c3ccccc3OC(C)C)nc3ccccc23)cc1CN1CCOCC1	0.16	1345	i	i	4.4	x	x	7.6	-0.5	0.204	-0.214	0.236	-0.712	3.1%	2.0%	1.4	3.1	13.2
19	CCOc1ccc(OCC)c(NC(=O)CSc2nc3c(c(=O)n(C)c(=O)n3C)n2CC)c1	-0.38	802	i	i	1.9	-0.9	802	6.5	8.7	-0.145	-0.204	-0.249	0.616	2.7%	3.9%	1.3	1.8	9.0
20	COc1cc(C(=O)NCC2CCCO2)cc(OC)c1OC (stereo unspecified)	x	x	i	i	-2.3	-4.6	671	16.7	7.4	-0.258	-0.264	-0.0612	0.569	-3.7%	-2.9%	1.8	2.5	8.2
21	Cc1c(-c2ccccc2)oc2c(C(=O)N3CCN(c4ccc([N+](=O)[O-])cc4)CC3)cccc2c1=O	-1.08	1260	i	i	4.3	-1.3	1118	10.1	5.9	0.104	-0.155	0.194	-0.653	10.9%	17.9%	5.8	1.8	10.0
22	CN(Cc1ccccc1)CC(O)COc1ccc(CNCc2ccc(Cl)s2)cc1 (stereo unspecified)	0.98	1296	i	i	12.4	-1.6	1052	23.2	14.2	1.12	-0.0987	0.655	-0.665	4.2%	9.6%	5.6	1.7	15.0
23	CN1CCC(NC(=S)Nc2cccc([N+](=O)[O-])c2)CC1	-0.4	1607	i	i	8.9	-3.5	1030	-2.3	10.0	-0.113	-0.293	-0.000673	0.0888	1.3%	-1.0%	2.6	1.9	3.9
24	CCONC(=O)Nc1ccccc1	0.15	1311	x	i	7.1	0.3	1070	9.0	0.8	0.908	-0.217	0.25	-0.303	-0.7%	3.4%	3.3	2.9	5.5
25	CCC1=NN2C(=N)/C(=C/c3c(C)nn(-c4ccccc4)c3Cl)C(=O)N=C2S1	0	1255	i	i	1.8	x	x	-8.5	-4.2	-1.08	-0.286	-0.743	0.453	-1.9%	-8.2%	3.2	2.1	5.7
26	CC(C)C(NC(=O)c1ccco1)C(=O)OCc1cc([N+](=O)[O-])cc2c1OCOC2 (stereo unspecified)	-0.47	1421	i	i	-5.3	-0.2	1553	-16.5	-4.5	-1.01	-0.376	0.125	0.951	0.4%	1.8%	4.4	3.0	7.6
27	O=C(COC(=O)c1ccc(S(=O)(=O)N2CCCC2)cc1)Nc1ccc(N2CCOCC2)cc1	0.73	1255	i	i	-3.0	x	x	-9.7	-2.6	-0.716	-0.356	-0.662	-0.039	-21.6%	-14.5%	2.4	3.4	6.3
28	CCOC(=O)Cn1c(=N)n(CCOc2ccc3ccccc3c2)c2ccccc21	-0.3	1000	i	i	-0.6	0.8	1164	16.8	11.6	3.17	0.2	2.8	-2.29	1.6%	8.0%	0.9	0.8	4.5
29	COc1ccc(C(=O)/C=C/c2cccs2)c(OC(=O)c2cccc([N+](=O)[O-])c2)c1	0.77	1770	i	i	16.6	-2.5	1097	16.6	14.3	-1.45	-0.0466	0.049	0.0141	20.6%	21.0%	4.3	3.9	1.5
30	CCCCC(=O)Nc1ccc(C(=O)Nc2nnc(COC)s2)cc1	0.31	934	i	i	-9.9	-3.9	1208	-25.3	17.7	0.0666	-0.136	0.353	0.0339	7.3%	7.6%	2.9	1.2	8.8
31	O=C(NNC(=O)c1cc(-c2ccccc2)nc2ccccc12)Nc1cccc(Cl)c1	-0.56	913	i	i	1.7	-2.7	1171	20.6	-3.3	-0.829	0.0852	-0.136	0.549	5.9%	13.7%	0.9	1.8	5.1
32	Cc1cc(C(=O)COC(=O)C(C)NC(N)=O)c(C)n1Cc1ccco1 (stereo unspecified)	-0.41	1346	i	i	-1.6	-1.2	1123	14.0	11.2	-0.308	-0.303	0.132	0.476	3.0%	1.5%	3.6	1.9	7.8

Compounds as they come; 5% or so of the library scored in one or more.
